Insulin prom up: MIN6 insulin promoter up-regulation. AID 1625. 190,000 compounds, 0.3% hits. z-score at 5 µM. MIN6 insulin promoter-GFP reporter, high-content imaging; stronger effect = higher value;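 active = z-score above 3 at 5 µM with at least 500 cells counted in the well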
Lipid droplet: hepatic lipid droplet formation modulation. AID 1656. 240,000 compounds, 0.4% hits. AML12 mouse hepatocytes, oleate lipid droplets, BODIPY imaging. inhibition, % at 6.5 µM;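 active = lipid droplet intensity inhibited by at least 50%, with more than 500 cells counted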
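Assay system: AML12 hepatocytes (mouse) / Also added: 100 µM oleic acid challenge / Times: overnight treatment with compound plus oleate / Detection: high-content imaging of BODIPY-stained droplets and DAPI nuclei / Evaluation: % inhibition of lipid droplet signal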
ER stress rescue: protection against thapsigargin-triggered cell killing – 384-well, CSM14.1, ATP luminescence, primary screen (AID 1222). cellular ATP content (survival), % at 20 µM; hits with a dose series show EC50 in µM. 190,000 tested, under 10 active. CSM14.1 thapsigargin-induced death rescue, ATP luminescence; higher % means a stronger effect;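 active = EC50 below 50 µM in the dose-response confirmation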;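 note: death triggered by thapsigargin at about 15 µM added after 2 h compound pretreatment; cell ATP read after overnight thapsigargin exposure of roughly 18 to 22 hours; normalized against plate controls of thapsigargin alone and 5% DMSO vehicle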
Yfh1-off respiration: mitochondrial function rescue without frataxin homolog – Friedreich's ataxia, plus single-dose screen, dose response (AID 1465) | S. cerevisiae Yfh1-off respiration, WST-1 reduction, 72 h; higher fold induction means a stronger effect | one-dose fold induction at 50 µM; EC50 in µM for titrated hits | 220,000 compounds, 0.074% hits;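 active = fold induction of absorbance versus untreated yeast above a set limit, then at least 30% activation at any dose in follow-up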;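 note: activators that raise dye reduction in frataxin-depleted yeast; strong numbers were not always called active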
MT stabilize HCS: microtubule stabilization, imaging screen | HeLa tubulin immunostaining HCS, 24 h; share of cells brighter than vehicle mean+2SD | % tubulin-high responders, % at 10 µM | 200,000 compounds, 0.83% hits | AID 2205;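 active = plate Z-score above 3 for both tubulin-high and condensed-nucleus cell shares, with cell loss under 80%, at 10 µM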;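 note: anti alpha tubulin signal scored within the nucleus-defined area of each cell; some results filed as inactive read as strong as hits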
M17LAP inhibition: P. falciparum M17LAP inhibitors, primary screen, biochemical, fluorogenic H-Leu-NHMec substrate, 1536-well (AID 1619) | one-dose inhibition, % at 30 µM; IC50 in µM for titrated hits | recombinant M17LAP, H-Leu-NHMec fluorogenic kinetic assay; higher % means a stronger effect | 220,000 compounds, 0.38% hits;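 active = compound inhibiting the enzyme by more than half at any dose during confirmatory dose-response retesting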;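 note: plate controls were full reaction with DMSO carrier for no effect and no enzyme background for full effect; strong numbers were not always called active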
P. falciparum M1AAP: malaria alanyl aminopeptidase activity blockers – biochemical, fluorogenic H-Leu-NHMec substrate, 1536-well (AID 1445); recombinant M1AAP, H-Leu-NHMec fluorogenic kinetic assay; higher % means a stronger effect; inhibition, % at 30 µM; hits with a dose series show IC50 in µM; 220,000 compounds, 0.42% hits;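 active = primary inhibition above the hit cutoff, then over 50% inhibition at one or more dose response concentrations, cut at about 23% in these data, passing the limit was not always enough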;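 note: plate controls were DMSO full reaction for no effect and no enzyme background for full effect; strong numbers were not always called active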
Dynein transport: dynein cargo transport inhibition | 220,000 compounds, 0.47% hits | 3617.4 mouse cells, GR-EGFP nuclear translocation imaging; test concentration mostly 20 µM; stimulated with dexamethasone, 1 µM; stronger effect = lower value | AID 1381 | z-score, hits read low;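 active = plate z-score of nuclear minus cytoplasmic receptor signal below a set negative limit, without overly bright fluorescence or cell loss, cut at about -3.5 in these data, passing the limit was not always enough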;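 note: z-score of nuclear minus cytoplasmic ring GR-EGFP intensity difference per well; some compounds called inactive have numbers as strong as hits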
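Buffer or medium: tet-free medium with charcoal-stripped serum / Also added: dexamethasone agonist, 1.0 µM final, for 30 min / Timing: induction 48 h, compound 1 h, agonist 30 min / Measured by: high-content fluorescence imaging after fixation / Read-out: nuclear-to-cytoplasmic GR-EGFP distribution per well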
Autophagy mod: alters autophagy in cells | AID 463193 | calls only at 10 µM (by protocol) | MEF GFP-LC3 puncta imaging; test concentration mostly 10 µM | 190,000 compounds, 0.98% hits;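 active = percentage of spot-positive cells more than 3 SD above its plate mean, without a fluorescence outlier flag or 80% toxicity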;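 note: spot-positive cell cutoff set from DMSO-treated cells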
Dynein transport cytoplasmic EGFP: second read-out of Dynein transport, no call of its own (marks repeat the call); z-score; measured here: cytoplasmic GR-EGFP intensity; stronger effect = higher value
Dynein transport nuclear GR-EGFP: recorded beside Dynein transport, whose call it bears; z-score; measured here: nuclear GR-EGFP intensity;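 lower value marks the stronger effect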
Dynein transport cell count: also measured in Dynein transport; calls as there; z-score; measured here: cell count per field
Insulin prom up cell count: second read-out of Insulin prom up, no call of its own (marks repeat the call); cell count; measured here: cytotoxicity, nuclei count;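 total cells summed across four imaged fields per well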
Lipid droplet cells 6.5 µM: second read-out of Lipid droplet, no call of its own (marks repeat the call); cell count; measured here: cell count, cytotoxicity flag;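 cells counted across two imaged fields per well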
MT stabilize HCS Hoechst-high %: recorded beside MT stabilize HCS, whose call it bears; % Hoechst-high responders; measured here: nuclear condensation Hoechst responders;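 share of cells brighter than vehicle mean plus two SD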
MT stabilize HCS cytotoxicity %: also measured in MT stabilize HCS; calls as there; toxicity, %; measured here: cytotoxicity by cell density;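 0% = mean cell density of plate MIN control wells and 100% = no cells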
Autophagy mod cell loss 18 h: recorded beside Autophagy mod, whose call it bears; toxicity, %; measured here: cell loss, nuclei count;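 cell loss after 18 h compound exposure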
Starred values were filed as active, the others as inactive; i = inactive; . = no result given. Not a hit list. Share with any hit: about 3.5%.

SMILES	Insulin prom up	Insulin prom up cell count	Lipid droplet	Lipid droplet cells 6.5 µM	ER stress rescue	Yfh1-off respiration	MT stabilize HCS	MT stabilize HCS Hoechst-high %	MT stabilize HCS cytotoxicity %	M17LAP inhibition	P. falciparum M1AAP	Dynein transport	Dynein transport cytoplasmic EGFP	Dynein transport nuclear GR-EGFP	Dynein transport cell count	Autophagy mod	Autophagy mod cell loss 18 h
COc1ccc(-c2nn(-c3ccccc3F)cc2CNCCn2nc(C)cc2C)cc1	.	.	-18.0	738	7.6%	i	2.7	2.1	0.9	-0.7%	15.9%	0.574	0.0597	0.522	-2.16	i	2.1
COc1cc(C)ccc1OCCOCCOc1cc(C)c(C)cc1Br	0.7	1033	-10.8	605	-2.4%	i	1.9	1.7	3.8	-10.4%	1.5%	0.76	-0.229	0.569	-0.361	i	-0.7
COc1ccc(N2C(=O)C3C4C=CC(C5CC45)C3C2=O)c([N+](=O)[O-])c1 (centres undefined)	0.13	1582	.	.	-1.1%	i	2.5	1.4	7.7	-0.3%	0.9%	0.372	-0.2	-0.194	0.0516	i	-16.6
CCOc1ccc(-c2nc(C#N)c(NC3CC3)o2)cc1	1.07	1915	2.2	636	-2.4%	i	3.2	2.2	4.9	2.2%	1.5%	1.3	-0.215	0.611	-0.23	i	-1.5
CCOc1ncccc1C(=O)OCc1ccc(C(=O)OC)cc1	0.52	1259	-11.3	685	-2.6%	i	18.4*	24.7*	64.5*	-8.3%	-3.7%	-0.17	-0.225	-0.073	-0.0701	i	3.9
CCOc1ccc(CC2CC(=O)NC2=O)cc1 (centres undefined)	.	.	.	.	-0.5%	i	3.8	2.7	4.1	-3.3%	-1.6%	1.94	-0.225	0.905	-1.44	i	-7.4
Clc1ccc(C(c2nnnn2CCc2ccccc2)N2CCSCC2)cc1 (centres undefined)	-0.59	2061	-0.8	718	-2.9%	i	3.1	1.8	7.7	5.3%	-6.8%	-0.587	0.115	-0.454	0.643	i	-0.2
COC(=O)c1ccccc1NC(=O)CSc1nnnn1-c1ccc(C)cc1C	2.32	718	17.9	869	-0.2%	i	2.0	1.3	5.8	-0.9%	-5.3%	-0.136	-0.251	0.347	0.56	i	-1.6
NC(=O)CSc1cn(CCNC(=O)c2cccs2)c2ccccc12	-0.88	1035	0.0	699	.	i	.	.	.	8.5%	5.2%	0.456	-0.738	0.683	-1.15	.	.
COc1ccc(CNC(=O)C/C(C)=N/NC(=O)c2cnccn2)cc1	0.73	1410	2.9	722	-0.8%	i	2.1	2.5	5.6	-0.1%	-3.8%	-0.968	-0.195	-0.551	-0.444	i	-14.8
O=c1cc(-c2ccccc2)[nH]n1-c1nc2ccccc2s1	-0.04	1326	.	.	-0.6%	49.1µM*	2.2	1.6	4.2	8.6%	10.3%	0.49	-0.22	0.335	0.0246	i	-8.0
Cc1ccc(NC(=O)COC(=O)C(NS(=O)(=O)c2ccc(Cl)cc2)C(C)O)cc1 (centres undefined)	0.33	1323	14.3	731	-1.5%	i	2.8	1.6	5.5	4.8%	2.4%	1.89	-0.25	0.596	-1.44	i	-0.4
COCCN(C(=O)c1csnn1)C(C(=O)NC(C)(C)C)c1cccc(OC)c1 (centres undefined)	-0.05	855	-2.6	696	.	i	1.3	1.6	15.0	-0.8%	6.2%	-0.981	-0.194	0.119	0.823	i	1.1
CCOc1ccc(NC(=O)CSc2nnc(CCNC(=O)c3ccc(OC)cc3)n2CC)cc1	-0.21	1558	.	.	-8.6%	.	2.0	1.9	9.9	8.71µM*	1.3%	0.681	-0.189	0.738	-0.0485	i	13.9
O=C(CCCN1C(=O)c2cccc3cccc(c23)C1=O)NCc1ccco1	-0.05	1430	0.5	721	0.2%	i	2.1	2.1	12.8	-9.5%	-1.1%	0.0302	-0.0121	0.71	-0.848	i	-7.8
CCCCC1=CC2=CC(=O)C(C)(OC(=O)CC)C(=O)C2=CN1c1ccccc1 (centres undefined)	1.46	679	.	.	.	i	.	.	.	-1.8%	8.3%	1.19	0.111	1.08	-1.29	.	.
CCO[C@@H]1OC(C(=O)NCc2nc3ccccc3[nH]2)=C[C@H](c2csc3ccccc23)[C@H]1CCCO	-0.58	1359	48.5	643	8.4%	i	5.4	2.8	14.9	1.8%	2.4%	0.284	-0.176	0.493	-0.185	i	-19.7
Cc1cc([N+](=O)[O-])nn1CC(=O)NCc1ccco1	1.08	1324	1.6	616	-0.5%	i	3.8	3.0	1.8	16.2%	0.5%	-0.28	-0.311	-0.605	0.255	i	-2.6
COC(=O)C1=C(NC(=O)c2ccc(C)cc2)CCS1	-0.43	1461	.	.	0.0%	i	5.5	3.4	11.2	4.4%	6.1%	0.637	-0.256	0.372	-0.357	i	-8.5
O=C(O)CCNc1nc(-c2ccccc2)nc2ccccc12	0.46	1328	18.8	720	6.1%	i	4.4	2.4	4.5	20.8%	2.0%	0.836	-0.257	0.273	0.476	i	-5.1
CC(=O)Nc1ccc(NC(=O)C(=O)c2cn(CC(=O)N3CCCCC3)c3ccccc23)cc1	.	.	9.8	707	0.2%	.	3.0	1.2	8.7	-0.5%	11.2%	-0.592	-0.198	-0.255	0.384	i	1.8
COc1ccccc1/C=C1\S/C(=N/NC(=O)c2cccc(Br)c2)NC1=O	0.8	1262	.	.	-2.2%	i	5.2	1.0	0.9	0.1%	-6.9%	1.55	-0.129	0.501	-1.41	i	4.0
CC(C)Cn1c2c(c(O)c(C(=O)Nn3c(Cc4ccccc4)nc4ccccc4c3=O)c1=O)CCCC2	0.12	1425	-28.2	746	3.3%	i	2.4	2.0	2.9	13.1%	-3.3%	-0.025	-0.226	0.601	0.643	i	2.7
Cc1nn(-c2ccccc2)c(Cl)c1C(=O)Nc1ccc(N2CCOCC2)cc1	-1.23	1235	1.5	699	-1.3%	i	2.5	4.0	5.5	-6.8%	-2.1%	1.13	-0.252	1.1	-1.87	i	-8.1
N#C/C(=C(/O)COC(=O)CCC1CCCCC1)c1nc2ccccc2[nH]1	1.41	1834	-17.8	682	-2.8%	i	3.1	2.2	16.0	9.4%	-1.8%	-1.25	0.268	-0.221	0.66	i	-0.3
Cc1cccc(N2CCN(C(=O)c3cc(=O)[nH]c4ccccc34)CC2)c1C	-0.25	1320	21.0	669	-1.2%	i	2.3	2.3	9.7	5.9%	1.9%	-0.641	-0.276	-0.234	0.099	i	-4.2
O=C(Cc1ccccc1)Nc1ccc(NC(=O)c2cccs2)c(Cl)c1	0.08	1352	13.1	685	-2.2%	i	1.6	3.2	0.1	14.2%	1.6%	-0.265	-0.227	-0.509	0.798	i	-10.5
Cn1ccnc1SCC(=O)Nc1cc(S(=O)(=O)N2CCOCC2)ccc1Cl	0.19	1367	3.7	622	-3.1%	i	3.6	3.2	9.1	-5.3%	5.2%	-0.758	-0.102	-0.319	0.213	i	2.0
CCCCN1C=CC(=C2C(=O)c3ccccc3C2=O)C=C1	-0.4	1086	-8.0	741	-4.4%	i	3.1	3.0	4.4	14.5%	12.8%	0.336	-0.292	0.426	-0.369	i	11.0
C=CC[n+]1ccc2ccccc2c1C	-0.49	1344	3.0	710	-0.9%	i	2.7	1.5	1.0	0.6%	7.5%	-0.743	-0.282	-0.245	0.781	i	0.3
CCOc1ccccc1N1CCN(C(=O)c2c(-c3ccccc3Cl)noc2C)CC1	0.38	1242	-0.3	628	9.7%	i	4.4	3.1	5.9	21.4%	11.1%	-0.312	-0.315	-0.512	0.432	i	1.1
CCOc1ccc(C(=O)NC(C(=O)NCC2CCCO2)C(C)C)cc1 (centres undefined)	0.73	1078	4.9	697	.	i	.	.	.	-3.0%	-1.1%	0.581	-0.245	0.356	-0.652	.	.
CCOCCCNS(=O)(=O)c1ccc(NC(=O)N2c3ccccc3Sc3ccccc32)cc1	-0.68	1561	.	.	-6.2%	i	3.6	2.3	11.0	-1.0%	5.4%	-0.317	-0.129	0.414	0.402	i	21.7
O=C(NCc1ccccn1)NC12CC3CC(CC(C3)C1)C2	-0.27	1223	-6.9	674	.	i	2.9	2.9	10.3	10.1%	10.3%	-0.645	-0.263	-0.399	0.815	i	-4.5
COc1ccc(C(=O)CN2C(=O)C(C)(C)Oc3ccc(C(=O)N4CCCCCC4)cc32)cc1	-0.2	886	.	.	1.6%	i	2.5	1.5	1.2	11.9%	3.9%	-1.48	-0.253	-0.681	0.659	i	6.9
CCOC(Cn1ccc(=O)[nH]c1=O)OCC	-0.63	979	0.7	606	.	i	.	.	.	1.2%	7.7%	-0.281	-0.167	0.292	0.748	.	.
CCOC(=O)Nc1ccc(S(=O)(=O)NC2CCCCC2)cc1	-0.36	1525	10.0	690	-1.5%	i	1.4	1.2	3.5	1.6%	2.8%	-0.432	-0.232	-0.101	0.107	i	17.6
O=[N+]([O-])c1ccccc1-c1ccc(C(=S)N2CCCC2)o1	1.25	947	-2.2	679	.	i	4.1	3.3	1.8	9.1%	11.1%	-0.178	-0.334	0.196	-0.326	i	0.3
Cc1ccc(C(=O)COC(=O)C2CC(=O)N(c3nc(-c4ccccc4)cs3)C2)cc1C (centres undefined)	-1.29	846	0.9	760	0.2%	i	2.0	1.0	5.6	-4.6%	-1.2%	-0.835	-0.193	-0.168	0.591	i	3.7

Bioassay records from PubChem BioAssay.
